AP complement: orthogonal test for alternative complement pathway inhibitors; Human serum alternative complement pathway, LPS-coated ELISA, C3 deposition; tested in compound mixtures; inhibition, % at 5 µM; 0.08% of 62,000 active; AID 1235;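 active = inhibition above 30% in each of the two pooled mixtures holding the compound, so the lower value exceeds 30%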;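 also: 0% = serum in Mg-EGTA without compound and 100% = EDTA serum blank; some compounds past the cut are filed as inactive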
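Assay system: Human serum alternative complement pathway, C3 deposition on LPS-coated wells | Incubation: 1 h serum-compound exposure at 37 °C | Doses: 5 µM per compound in ten-compound mixtures | Read-out: Percent inhibition | Technique: ELISA with HRP anti-human C3 antibody, TMB substrate, absorbance 450 nm | Replication: Two pool placements per compound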
FXIa inh mix: blocks human factor XIa in pooled compound mixtures; purified FXIa, fluorogenic substrate; inhibition, % at 5 µM; 0.19% of 62,000 active;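 also: each value is inhibition by a whole ten-compound pool holding the compound; 0% = enzyme with no mixture and 100% = wells lacking enzyme; strong numbers were not always called active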
Target sequence (P03951 19-387 limits assumed): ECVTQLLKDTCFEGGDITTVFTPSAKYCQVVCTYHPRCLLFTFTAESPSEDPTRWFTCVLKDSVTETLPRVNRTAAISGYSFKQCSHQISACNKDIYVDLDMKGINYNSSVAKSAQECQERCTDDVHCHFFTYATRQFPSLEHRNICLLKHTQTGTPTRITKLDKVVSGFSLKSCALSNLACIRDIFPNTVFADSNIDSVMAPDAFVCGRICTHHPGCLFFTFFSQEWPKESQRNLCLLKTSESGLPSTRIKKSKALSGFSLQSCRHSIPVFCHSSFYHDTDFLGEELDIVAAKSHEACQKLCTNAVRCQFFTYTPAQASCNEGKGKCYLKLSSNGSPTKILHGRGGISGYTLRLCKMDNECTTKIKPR
Target sequence (P03951 388-625 limits assumed): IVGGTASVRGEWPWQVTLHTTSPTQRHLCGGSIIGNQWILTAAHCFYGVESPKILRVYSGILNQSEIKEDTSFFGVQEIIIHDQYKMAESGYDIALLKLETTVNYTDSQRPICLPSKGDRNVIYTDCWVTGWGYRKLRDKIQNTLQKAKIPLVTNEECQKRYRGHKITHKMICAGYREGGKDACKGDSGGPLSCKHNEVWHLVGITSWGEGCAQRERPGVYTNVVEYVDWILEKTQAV
DUSP1 inh: blocks human MKP-1 phosphatase activity; P28562; recombinant MKP-1, OMFP hydrolysis fluorescence; inhibition, %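 (compounds tested at a single concentration somewhere between 10 and 100 µM)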; 0.15% of 65,000 active; AID 374;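 active = inhibition above about 50%, limit read from the data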;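 also: 0% = DMSO max control wells and 100% = wells with enzyme stopped by NaOH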
Target sequence (P28562 whole entry, looked up): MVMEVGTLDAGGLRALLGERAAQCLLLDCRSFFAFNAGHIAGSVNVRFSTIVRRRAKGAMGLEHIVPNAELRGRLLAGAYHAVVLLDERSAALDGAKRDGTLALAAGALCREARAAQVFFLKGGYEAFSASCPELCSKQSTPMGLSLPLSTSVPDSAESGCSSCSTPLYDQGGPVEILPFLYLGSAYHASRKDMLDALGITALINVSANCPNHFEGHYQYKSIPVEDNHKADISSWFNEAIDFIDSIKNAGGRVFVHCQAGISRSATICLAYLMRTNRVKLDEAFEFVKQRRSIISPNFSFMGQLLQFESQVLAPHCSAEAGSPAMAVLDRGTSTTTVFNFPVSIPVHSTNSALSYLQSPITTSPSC
A340 absorber: compounds absorbing at 340 nm | compound absorbance at 340 nm, fold over control | fold change at 10 µM | 65,000 tested, under 10 active;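 active = at 10 µM dose, initial 340 nm absorbance at least 2 fold that of control wells; inactive = change under 2 fold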;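 also: initial absorbance extrapolated from kinetic A340 decline of NADH oxidation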
MMP-13 inhibitor: inhibitors of human MMP13; inhibition, % at 4 µM; AID 570; MMP-13 fTHP FRET cleavage, Mca fluorescence; P45452; 0.07% of 65,000 active;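 active = inhibition above the mean of compound-free control plate wells plus 3 SD, cut at about 14% in these data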;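 also: 0% = DMSO wells and 100% = wells with reference MMP-13 inhibitor after basal subtraction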
Cdc25B block: human M-phase inducer phosphatase 2 inhibition. 0.1% of 65,000 active. recombinant Cdc25B, OMFP fluorescence Ex485/Em525. inhibition, %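 (compounds tested at 10 µM final in the well)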; in the data active = inhibition above about 50%
Hsp90 inh: displaces geldanamycin probe from tumor Hsp90 | NCI-N417 lysate Hsp90, Cy3B-geldanamycin FP displacement | inhibition, % at 30 µM | 0.35% of 64,000 active | AID 429;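 active = inhibition above 50%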;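 also: 0% = tracer plus lysate wells and 100% = tracer alone without lysate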
JNK3 inh: inhibitors of human JNK3 kinase. P53779. inhibition, % at 8 µM. 0.61% of 60,000 active. purified JNK3 kinase activity, HTS; in the data active = inhibition above about 17%;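 also: 0% = DMSO and 100% = reference inhibitor; many of its hits are not listed in these tables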
FXIIa inh mix: inhibitors of human coagulation factor XIIa, pooled mixtures | P00748 | 0.2% of 62,000 active | purified FXIIa, fluorogenic substrate | inhibition, % at 5 µM;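 also: 0% = enzyme without compound and 100% = no enzyme blank; some results filed as inactive read as strong as hits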
* hit, by the source's call; · = no result given. Rule as the data show it, unless noted: active = inhibition above about 20% (passing the limit was not always enough); inactive = the rest.

structure	Hsp90 inh	FXIIa inh mix	JNK3 inh	DUSP1 inh	Cdc25B block	FXIa inh mix	MMP-13 inhibitor	A340 absorber	AP complement
CCCc1[nH]nc2c1C(Cc1ccccc1)C(C#N)=C(N)O2 (stereo not given)	0	-18	-1	11	-2	3	0	1	8
CC1(C)CC(=O)C2=C(C1)OC(N)=C(C#N)C2CCc1ccccc1 (stereo not given)	3	·	-5	3	2	·	-3	1	·
COc1ccc(CCNC(=O)NC2CCCCC2)cc1OC	2	-1	-10	-5	-2	-1	2	1.1	4
COc1cccc(C(=O)CSc2nnc(-c3cccs3)o2)c1	2	1	1	-17	-6	3	5	1	6
C=CCOc1nc(N2CCCC2)nc(N2CCCC2)n1	1	7	2	2	11	3	3	0.99	13
O=C(O)c1ccccc1C(=O)NCc1ccccc1	·	9	·	14	-3	5	·	1.1	11
CC(=O)N(Cc1cc(=O)[nH]c2ccccc12)c1ccc(C)cc1	-3	10	4	-4	-2	0	-1	1.1	0
CCCn1c2c(c(O)c(C(=O)Nc3ccccn3)c1=O)CCCC2	2	·	4	-19	4	·	5	1	·
CCn1c(SCC(=O)O)nnc1-c1ccccc1	-4	2	2	6	-5	6	-6	1	17
COc1ccccc1-c1nnc2sc(COc3ccccc3)nn12	-4	·	6	-30	7	·	2	1	·
O=C(O)c1[nH]c2ccc(Cl)cc2c1CC(=O)N1CCN(c2ccccc2)CC1	-3	8	-4	24	-2	0	6	1	5
CC(C)NC(=O)CSc1nnc(-c2ccc(C(C)(C)C)cc2)n1C	-2	-16	0	-4	-6	-6	0	0.99	10
COc1ccc(N2CCN(S(=O)(=O)c3ccc(OC)cc3)CC2)cc1	-3	10	-10	-2	-14	6	3	1	16
c1coc(-c2nc(-c3ccco3)c(-c3ccco3)nc2-c2ccco2)c1	·	-15	·	41	21	2	8	1.1	14
CC(C)C(=O)N(Cc1cc(=O)[nH]c2ccccc12)c1ccccc1	-4	5	2	-12	-3	2	-1	1	-10
CCOc1cc(C(=O)Nc2ccc(N3CCN(S(C)(=O)=O)CC3)cc2)cc(OCC)c1OCC	-2	10	-9	24	-5	10	3	1	13
Cc1ccccc1OCC(=O)N(Cc1cccs1)C1CCS(=O)(=O)C1 (stereo not given)	-4	-12	0	22	1	10	8	1	0
CC(C)CN1C(=O)c2ccc(C(=O)Nc3ccncc3)cc2C1=O	-3	-2	5	-9	3	8	10	1.1	28
CC(C)C(C(=O)NC1CCCCC1)N(CC1CCCO1)C(=O)CNS(=O)(=O)c1ccc(F)cc1 (stereo not given)	0	-4	0	42	-12	-1	-2	1	10
O=C(Nc1cccc(F)c1)C1CC(=O)N(c2ccc(Cl)cc2)C1 (stereo not given)	·	-17	·	9	-10	7	·	1	17
CC1(C)Cc2c(sc3c2C2=NCCN2C=N3)CS1	-7	7	-3	-11	12	2	-8	1	-8
CCOC(=O)c1c(C)[nH]c(C(=O)CSc2nc3ccccc3o2)c1C	-4	3	-3	33	-3	9	-11	1.1	14
Cc1cc(C)c(C)c(S(=O)(=O)NCc2ccco2)c1C	-2	6	0	28	-3	2	6	1	-15
O=C(NCc1cccnc1)c1ccc(COc2ccc3c(c2)CCC3)o1	-7	-16	-1	-2	-8	3	-1	1	7
COc1ccc(C(=O)c2coc3ccc(O)c(CN4CCCC4)c23)cc1	-1	-4	-11	0	-12	15	4	1	9
Nc1nc(NCc2cccs2)nn1-c1ccccc1	-4	·	2	-8	14	·	7	1	·
N#CC1=C(SCC(=O)Nc2ccccc2)NC(=O)CC1c1ccc(O)cc1 (stereo not given)	-1	5	-1	3	-3	1	-1	1	10
CC(C)Cc1cc(C(=O)Nc2cc(Br)ccc2O)no1	-2	-17	-5	5	1	11	-7	1	14
CC(C)CCOc1cccc(OCC(=O)NC2CCS(=O)(=O)C2)c1 (stereo not given)	0	6	-2	-13	-13	-9	2	0.99	2
CN1CCN(c2nc3c(c(=O)n(C)c(=O)n3C)n2CCSc2nc3ccccc3s2)CC1	-3	4	-3	9	-6	27	1	1	19
COc1cc(-c2nnc3sc(-c4cccs4)nn23)cc(OC)c1OC	-5	4	-4	36	2	-4	4	1.1	10
CCN(CC)S(=O)(=O)c1ccc2c(c1)c(=O)c(C(=O)N1CCc3ccccc3C1)cn2C	-2	0	1	7	-3	-26	3	1	-5
CC(=O)NC1(NC(C)=O)CCN(C)C(c2ccccc2)C1C (stereo not given)	1	0	-7	-6	-7	-2	-6	1	-5
CC(=O)c1c(C)[nH]c(C(=O)N2CCc3ccccc3C2)c1C	-6	1	4	6	11	2	0	0.99	12
O=C(Nc1ccc2c(c1)oc1ccccc12)c1ccc2c(c1)OCO2	5	4	2	3	-11	7	-1	1.1	9
CCCN(CCC)C(=O)CSc1nc2ccccc2c(=O)n1C1CCCC1	-1	-2	1	7	-16	10	9	0.97	11
Cc1cc(=O)[nH]c2c(C)c(Cl)ccc12	-3	8	0	4	-6	0	-1	1	12
COc1ccc(OCc2nn3c(-c4cccc(OC)c4)nnc3s2)cc1	-1	-1	-3	5	-2	4	16*	1.1	9
COc1cc(CN2CCN(CCOCCO)CC2)cc(OC)c1OC	-4	6	5	3	-7	-3	-2	1	9
CCN(CCO)Cc1cc(=O)oc2c(C)c(C)ccc12	2	5	-5	22	1	3	4	1.1	-11
O=C1CSC2=NCN(c3ccc4c(c3)OCO4)CN12	4	3	-5	-3	-5	5	5	1.1	6
COC(=O)c1ccc(-n2c(C)cc(/C=N/n3cnnc3)c2C)cc1	-1	5	-4	9	-3	8	-10	1.1	13
COc1cc(S(=O)(=O)N2CCOCC2)ccc1F	0	13	-2	-2	-1	12	0	1	4
CC1=C(C(=O)OCC(C)C)C(c2ccccc2Cl)NC(=O)N1C (stereo not given)	1	3	-10	4	-13	3	-3	1	-1
CCSCCOC(=O)C1=C(C)NC(=O)NC1c1ccc2c(c1)OCO2 (stereo not given)	1	1	-7	10	-4	-3	5	1	11
Cc1c(NC(=O)c2ccc(N3C(=O)C4C5C=CC(C5)C4C3=O)cc2)c(=O)n(-c2ccccc2)n1C (stereo not given)	0	8	-1	0	-10	10	0	1	4
COc1ccc(-n2c(SCC(=O)N3CCCC(C)C3)nnc2-c2cccnc2)cc1 (stereo not given)	-1	2	-2	5	-7	5	5	0.97	3
O=C(CSc1nnc(Cn2c(=O)sc3ccccc32)n1-c1ccccc1)N1CCCC1	-2	5	-1	11	-16	8	4	1	16
O=c1[nH]c(NCc2ccco2)nnc1Cc1ccccc1Cl	-2	2	·	-7	-4	25	0	1	4
CCn1c(C)c(C(C)=O)c(N2CCCC2)nc1=S	-2	2	1	-4	4	-8	0	1.1	-1
Nc1c(C(=O)Nc2ccc3c(c2)OCCO3)nnn1CCc1ccccc1	-2	9	0	-1	7	9	1	1	13
Cc1c(C(=O)NC(C)c2ccncc2)oc2ccccc12 (stereo not given)	-10	1	0	3	-6	-19	-2	1.1	10
CCn1nnnc1-c1ccc(OC)c(S(=O)(=O)Nc2ccc(OC)cc2)c1	-1	0	0	6	-11	9	-2	1	9
O=C(CCN1C(=O)c2ccccc2C1=O)N1CCCCCC1	-2	-1	0	9	0	-8	2	1	2
Cc1ccc(C(c2sc3nc(C)nn3c2O)N2CCN(c3ccccc3)CC2)cc1 (stereo not given)	2	5	5	-2	4	3	5	1	3
Cc1ccccc1N1OC2C(=O)N(c3ccc(F)cc3)C(=O)C2C1c1ccccn1 (stereo not given)	1	4	-4	14	1	6	-1	1	3

(further entries)
structure	Hsp90 inh	FXIIa inh mix	JNK3 inh	DUSP1 inh	Cdc25B block	FXIa inh mix	MMP-13 inhibitor	A340 absorber	AP complement
CCc1nnc(SCC(=O)NC2CCCCC2)nc1CC	1	6	1	-15	1	-7	0	0.97	-10
COC(=O)CN(c1nc(C)c(Br)c(OC)n1)S(=O)(=O)c1ccc(C)cc1	2	·	2	-26	-20	·	-1	1	·
COC(=O)c1ccccc1NC(=O)c1sc(=S)n(C)c1N	-5	6	11	-8	5	5	2	1	3
Cn1c(=O)c2c(nc(CN3CCN(C(=O)c4ccco4)CC3)n2CCc2ccccc2)n(C)c1=O	-5	6	-4	33	4	6	7	0.99	15
O=C(NCc1ccccn1)Nc1ccc2c(c1)OCO2	-3	2	-3	1	-9	-10	-5	0.99	-3
Cc1cc2ccccn2c1C(=O)c1ccncc1	-3	6	1	1	6	3	-1	1	-2
COc1ccc(CNS(=O)(=O)c2ccc(S(=O)(=O)N3CCCCC3)cc2)cc1	-3	-6	-3	28	-5	4	0	1.1	11
COc1ccc(C2CC(c3cccc(Cl)c3)n3nc(N)nc3N2)cc1 (stereo not given)	-1	-3	-1	18	2	-4	5	1	22

No new results follow: entries from further up.
structure	Hsp90 inh	FXIIa inh mix	JNK3 inh	DUSP1 inh	Cdc25B block	FXIa inh mix	MMP-13 inhibitor	A340 absorber	AP complement
Cc1cc2ccccn2c1C(=O)c1ccncc1	-3	6	1	1	6	3	-1	1	-2
COc1ccc(CNS(=O)(=O)c2ccc(S(=O)(=O)N3CCCCC3)cc2)cc1	-3	-6	-3	28	-5	4	0	1.1	11
COc1ccc(C2CC(c3cccc(Cl)c3)n3nc(N)nc3N2)cc1 (stereo not given)	-1	-3	-1	18	2	-4	5	1	22

Remaining list, next part.
structure	Hsp90 inh	FXIIa inh mix	JNK3 inh	DUSP1 inh	Cdc25B block	FXIa inh mix	MMP-13 inhibitor	A340 absorber	AP complement
CCOC(=O)c1[nH]c2ccccc2c1NC(=O)CCN1CCN(C(=O)OCC)CC1	-1	9	-6	-11	-26	6	-12	1	2
CCOc1ccc(CCNC(=O)c2nnc(Cc3ccc(F)cc3)o2)cc1OCC	-3	7	-4	-2	-18	2	-10	1.1	-4
CCOc1cc(C2C(C(=O)OCC(C)C)=C(C)N=C3SCCC(=O)N32)ccc1OC(C)=O (stereo not given)	-5	2	-4	24	2	16	1	1.1	2
Cc1ccc(N(CC(=O)NC2CCCC2)C(=O)CCCC(=O)Nc2ccccn2)cc1C	-1	5	-2	-9	-16	10	-1	1	6
COC(=O)Nc1nnc(CCc2ccccc2)s1	-1	-1	10	-8	1	9	8	0.99	2
Cc1ccc(C)c(N2CCN(C(=O)CN(C)S(=O)(=O)c3cnc[nH]3)CC2)c1	-2	5	-1	-2	4	10	2	1	10
CCCCCCn1c(N2CCC(C(N)=O)CC2)nc2c1c(=O)n(C)c(=O)n2C	-2	5	-2	-11	0	6	5	1	10
Cc1cc(C)c(C(N)=O)c(NCCc2ccccc2)n1	-8	5	6	-9	-24	7	-16	1	2
C=CCSc1nc(N)c(C#N)c(-c2ccc(C)cc2)c1C#N	-2	-5	-5	-7	4	2	-6	1.1	7
O=C(CN(c1ccccc1)S(=O)(=O)c1ccc(F)cc1)N1CCCCCC1	1	2	-2	10	-9	4	-1	1	-3
O=C(Nc1cccc2c1CCCC2)c1ccco1	-2	-7	-4	3	4	0	6	1	-9
Cn1c(Oc2ccccc2NCc2cc(Br)ccc2O)cc(=O)n(C)c1=O	-1	16	7	-12	-6	3	-1	0.97	17
Cc1n[nH]c(C)c1S(=O)(=O)N(CC(=O)Nc1ccc2c(c1)OCCO2)c1ccc(C(C)C)cc1	3	14	-5	11	1	7	7	1	10
COc1ccc(S(=O)(=O)N2CCOCC2)cc1C(=O)Nc1nc2ccccc2s1	-6	2	3	11	-8	17	-8	1.1	7
Cc1ccc(C(=O)Nc2ccccc2C(=O)NC(CC(=O)O)C(=O)O)cc1 (stereo not given)	-2	-5	6	-9	-10	-3	1	1	13
CCCc1cc(C(=O)N(C2CCCCC2)C2CCCCC2)no1	2	4	6	-2	-8	3	-1	0.97	1

Screening results as filed in PubChem.
